Screens: PubChem, several laboratories
KCNK9 block – inhibitors of human KCNK9 two-pore domain potassium channel; B-score at 10 µM; 310,000 compounds, 1.2% hits; AID 488922; Q9NPC2; HEK293 KCNK9, FluxOR thallium flux fluorescence; hits give low values;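 active means ratio B-score over 3 SD below the library mean, with starting fluorescence within 5 SD of its mean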;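 further: negative B-score means less thallium flux so channel inhibition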
Target sequence (Q9NPC2 whole entry, looked up, the tested form may be a part): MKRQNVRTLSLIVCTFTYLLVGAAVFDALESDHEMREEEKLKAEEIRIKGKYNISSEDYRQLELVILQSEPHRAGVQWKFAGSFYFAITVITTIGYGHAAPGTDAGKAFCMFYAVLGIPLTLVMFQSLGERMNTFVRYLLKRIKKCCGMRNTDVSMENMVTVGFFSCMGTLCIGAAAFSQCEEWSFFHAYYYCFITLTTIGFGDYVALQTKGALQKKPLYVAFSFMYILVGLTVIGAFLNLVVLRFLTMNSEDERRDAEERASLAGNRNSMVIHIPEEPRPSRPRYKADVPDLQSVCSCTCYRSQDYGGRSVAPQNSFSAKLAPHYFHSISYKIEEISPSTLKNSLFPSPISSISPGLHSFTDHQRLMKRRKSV
Dyrk1A ADPGlo – inhibitors of rat Dyrk1A kinase | inhibition, % at 12.5 µM | ADP-Glo luminescence, NFATc1 peptide | 310,000 compounds, 0.43% hits; in the data active means inhibition above about 50%;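 further: plate controls were vehicle with enzyme for no effect and no enzyme for full effect; many of its hits are not listed in these tables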
KCNQ1 inh – human KCNQ1 channel inhibition. B-score at 10 µM. P51787. AID 2642. CHO-K1 KCNQ1, FluxOR thallium flux fluorescence; hits give high values. 310,000 compounds, 1.3% hits;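 active means compounds whose thallium flux B-score, printed positive for inhibition, exceeds three library SD while starting fluorescence stays within three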;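 further: channel opened by potassium depolarization with thallium stimulus after 20 min compound exposure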
Target sequence (P51787 whole entry, looked up): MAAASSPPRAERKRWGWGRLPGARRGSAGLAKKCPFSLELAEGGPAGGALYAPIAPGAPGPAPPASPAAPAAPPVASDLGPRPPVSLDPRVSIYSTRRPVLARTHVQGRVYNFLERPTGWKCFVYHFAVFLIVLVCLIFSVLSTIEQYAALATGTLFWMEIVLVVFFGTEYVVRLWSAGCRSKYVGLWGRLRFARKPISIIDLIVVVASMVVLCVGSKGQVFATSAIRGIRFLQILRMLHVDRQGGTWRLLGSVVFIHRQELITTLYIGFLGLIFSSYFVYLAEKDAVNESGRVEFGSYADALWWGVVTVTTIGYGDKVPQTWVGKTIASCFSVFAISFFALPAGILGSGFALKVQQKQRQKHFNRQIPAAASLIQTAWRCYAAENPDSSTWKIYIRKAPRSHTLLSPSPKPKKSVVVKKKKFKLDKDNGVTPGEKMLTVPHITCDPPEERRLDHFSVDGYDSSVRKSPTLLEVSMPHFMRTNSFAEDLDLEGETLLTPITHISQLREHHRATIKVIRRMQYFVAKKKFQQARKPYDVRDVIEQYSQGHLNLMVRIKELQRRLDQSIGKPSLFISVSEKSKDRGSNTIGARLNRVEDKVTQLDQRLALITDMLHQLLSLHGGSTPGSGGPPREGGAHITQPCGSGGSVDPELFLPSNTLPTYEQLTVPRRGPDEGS
TRPC4 PAM – TRPC4 (mouse) allosteric potentiation; HEK293 TRPC4beta/mu-opioid, DAMGO EC20, Fluo-4 Ca2+ flux; hits give high values; 310,000 compounds, 0.42% hits; B-score at 10 µM; AID 2227;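 active means B-score of calcium response area above 5 SD of library B-scores, with initial fluorescence ratio within 5 SD of library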;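 further: B-score of integrated fluorescence ratio over time as area under calcium response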
KCNK3 inh – human KCNK3 channel inhibition, primary screen; CHO-KCNK3 thallium flux, FluxOR fluorescence; hits give low values; 340,000 compounds, 0.84% hits; B-score at 10 µM;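 active means B-score under library mean minus 4 SD, starting fluorescence ratio at most library mean plus 5 SD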;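 further: more negative B-score means stronger inhibition of thallium flux through KCNK3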
PolyA inhibitor – yeast polyadenylation inhibition. calls only at 12 µM. 300,000 compounds, 0.02% hits. S. cerevisiae SKY197-pL101 polyadenylation reporter, beta-gal luminescence; efflux-impaired pdr1/pdr3 knockout yeast; score 100 = 6 SD above DMSO;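 active means lowest replicate activity score at least 50, where 100 means six control SD above control mean; inconclusive means lowest score under 50 but half or more replicates reach 50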;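 further: yeast exposed to compound for 9 h at 30 °C; higher score means more reporter readthrough which indicates perturbed polyadenylation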
KCNQ1 pot – potentiates or activates the human KCNQ1 potassium channel; P51787; CHO-K1 KCNQ1, thallium flux FluxOR fluorescence; hits give high values; B-score at 10 µM; 310,000 compounds, 0.35% hits; AID 2648;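 active means fluorescence ratio B-score, a plate-corrected score, at least three library SD, with initial intensity B-score within 5 SD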
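Assay system: CHO-K1 cells stably expressing KCNQ1; Medium: assay buffer with matched DMSO; Also added: K+/Tl+ depolarizing stimulus; Dosing: single dose; Timing: dye 90 min, compound 20 min, room temperature; Measured by: kinetic FluxOR thallium fluorescence, 10-s 1-Hz baseline, 110-s post-stimulus read; Read-out: peak-minus-minimum fluorescence over initial fluorescence, negative-control normalized, B-scored.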
TRPC4 inh – blocks the mouse TRPC4 cation channel; Q9QUQ5; 300,000 compounds, 0.39% hits; B-score at 10 µM; HEK293 TRPC4beta/mu-opioid, DAMGO-evoked Fluo4 calcium flux; hits give low values;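 active means B-score over 3 SD under the library average, no early fluorescence shift, positive overall ratio signal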
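System: stable TRPC4beta/mu-opioid receptor HEK293 cells; Dosing: single-point compound dosing; Measured by: Fluo4 Ca2+ flux fluorescence; Read-out basis: per-well B score of integrated baseline-normalized Fluo4 ratio.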
hERG protect – hERG (human) protection from proarrhythmic block; activation (rescue from dofetilide block), less the hit threshold, % at 10 µM; Q12809; CHO-hERG, FluxOR thallium flux, dofetilide IC70 present; 310,000 compounds, 0.51% hits;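 active means activation above the mean of controls blocked by dofetilide plus 5 SD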;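 further: thallium influx through hERG after potassium depolarization seen as dye fluorescence rise; in these data hits start at about 4.7%; inactives centre near -7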
TRPC4 act – TRPC4 (mouse) channel activation | HEK293 TRPC4beta/mu-opioid, Fluo4 calcium fluorescence; hits give high values | Q9QUQ5 | AID 2237 | B-score at 10 µM | 310,000 compounds, 0.49% hits;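 active means B-score above 5 SD of library B-scores, and initial fluorescence ratio not above library mean plus 5 SD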;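 further: positive B-score marks a calcium rise read as TRPC4 activation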
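Assay system – TRPC4beta and mu-opioid receptor HEK293 stable cells · Measured by – Fluo4 fluorescence, kinetic · Schedule – dye loading 45 min room temperature, 110 s kinetic read · Read-out – B-scored integrated calcium fluorescence ratio · Controls – buffer and maximal DAMGO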
Platelet DG rel – platelet dense granule release activity; 300,000 compounds, 0.22% hits; AID 1663; human platelet-rich plasma, SFLLRN dense granule ATP release, luminescence; inhibition, %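 (compounds screened at 7.5 µM in platelet-rich plasma)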;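 active means mean replicate score, as percent of positive control, at or above 50; inconclusive means mean below 50 but at least one replicate at or above 50; inactive means mean and every replicate below 50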
An asterisk follows results filed as active; i = inactive; ? = inconclusive; / = not tested or not shown; & = joins results of further samples. This is a subset. The share of hits here may be higher or lower than overall.

SMILES	KCNK9 block	Dyrk1A ADPGlo	KCNQ1 inh	TRPC4 PAM	KCNK3 inh	PolyA inhibitor	KCNQ1 pot	TRPC4 inh	hERG protect	TRPC4 act	Platelet DG rel
CN(CC(=O)O)Cc1nc2ccccc2[nH]1	i	17.4	i	i	i	i	i	i	-4.3	i	-1.9
O=C(C1CC1)N1CCc2cc(Br)cc(S(=O)(=O)NC3CCCCC3)c21	i	0.1	i	i	i	i	i	i	-6.5	i	-0.2
CN1CCC2(CC1)N=C(c1ccc(F)cc1)C(=S)N2C(=O)c1ccccc1	i	-4.1	i	i	i	/	i	i	-4.6	i	0.6
O=c1c2oc3nc4c(cc3c2ncn1CCCc1ccccc1)CCCC4	i	0.8	i	i	i	i	i	i	-9.5	i	-11.1
O=C(c1cccc([N+](=O)[O-])c1)c1ccc2c(c1)OCCOCCOCCO2	i	/	i	i	i	i	i	i	-8.4	i	17.9
CCOC(=O)c1[nH]ncc1CN1CCc2ccc(NC(=O)C3CCCO3)cc2C1 (stereo unspecified)	i	7.5	i	i	i	i	i	i	-8.5	i	11.6
COc1ccccc1OCCNC(=O)Nc1cc(F)c(F)cc1Cl	i	-4.6	i	i	i	i	i	i	-6.9	i	6.4
Cc1cccc(-n2ccnc2SCC(=O)Nc2nnc(C)s2)c1	i	2.6	i	i	i	i	i	i	-2.1	i	2.2
C=Cc1c(C)c2cc3[nH]c(cc4nc(cc5nc(cc1[nH]2)C(C)=C5CCC(=O)O)C(CCC(=O)O)=C4C)c(C)c3C=C	i	7.4&6.6	i	i	i	i	i	i	-7.5	i	1.1
COC(=O)Nc1c(-c2ccccc2)nc2ccc(C)cn12	i	1.0	i	i	i	i	i	i	-5.7	i	-74.3
O=C(C1CCN(c2nnc(-n3cccc3)s2)CC1)N1CCN(Cc2ccc3c(c2)OCO3)CC1	i	-0.7	i	i	i	i	i	i	-8.0	i	8.9
O=S1(=O)CCN2C(c3ccco3)=CSC2=N1	i	0.5	i	i	i	i	i	/	-1.3	i	-14.7
COc1ccc(CCNC(=O)CC2SC(=NCCc3ccccc3)NC2=O)cc1 (stereo unspecified)	i	-1.9	i	i	i	i	i	i	-1.1	i	4.7
Cc1oc(-c2cccc(Cl)c2)nc1CN1CCCC(C(=O)NC(C)c2ccc3c(c2)OCCO3)C1 (stereo unspecified)	i	-9.2	i	i	-10.8*	i	i	i	-13.5	i	0.7
O=C(NCC(c1ccco1)N1CCCCC1)c1cccc(NS(=O)(=O)c2ccc(Br)cc2)c1 (stereo unspecified)	i	-2.8	i	i	i	/	i	i	-20.2	i	5.5
O=C(NCc1ccncc1)C1CCC(=O)N(CCc2ccc(Cl)cc2)C1 (stereo unspecified)	i	-5.2	i	i	i	i	i	i	-0.8	i	6.5
Cc1ccccc1-c1noc(C(C)NC(=O)c2ccco2)n1 (stereo unspecified)	i	-3.9	i	i	i	i	i	i	-3.2	i	-1.3
CCC1CCc2c(sc3nc(SCC(=O)NCc4ccco4)n(-c4ccccc4)c(=O)c23)C1 (stereo unspecified)	i	1.6	i	i	i	i	i	i	-6.2	i	13.7
Cc1occc1C(=O)n1cnc2ccccc21	i	/	i	i	/	i	i	i	-11.1	i	-8.0
CCOc1cccc(/C=N/NS(=O)(=O)c2ccc(C)c([N+](=O)[O-])c2)c1O	i	-0.8	i	i	i	i	i	i	-6.8	i	8.4
CCCN1CCN(CCCNC(=O)c2cc3c(s2)-c2c(C)cccc2OC3)CC1	i	-0.8	i	i	i	i	i	i	-19.4	i	2.3
COc1ccc(C(=O)C2CCCN(Cc3cccn3-c3ccc(Cl)cn3)C2)c(OC)c1 (stereo unspecified)	i	-6.3	11*	i	i	i	i	i	-21.8	i	-7.7
CCOC(=O)c1cnc2c([N+](=O)[O-])cnn2c1C	i	-0.6	i	i	i	i	i	i	-10.6	i	?
C/C(=N\NC(N)=S)c1ccncc1	i	31.9	i	i	i	i	i	i	-0.7	i	12.5
CN(CCc1ccccn1)C(=O)c1nn2c(C(F)(F)F)cc(-c3ccco3)nc2c1Cl	i	3.3	i	i	i	i	i	i	-13.2	i	1.4
New compounds follow
SMILES	KCNK9 block	Dyrk1A ADPGlo	KCNQ1 inh	TRPC4 PAM	KCNK3 inh	PolyA inhibitor	KCNQ1 pot	TRPC4 inh	hERG protect	TRPC4 act	Platelet DG rel
Cc1ccc(C)c(OCc2nc3ccc(S(=O)(=O)Nc4c(C)n(C)n(-c5ccccc5)c4=O)cc3[nH]2)c1	i	3.1	i	i	i	i	i	i	-25.2	i	5.7
COc1ccc(CCNC(=O)CCCn2nc(C)c([N+](=O)[O-])c2C)cc1OC	i	2.5	i	i	i	i	i	i	-10.4	i	3.7
CCOC(=O)c1ccc(NC(=O)COc2cc3oc(=O)c(CC(C)O)c(C)c3cc2Cl)cc1 (stereo unspecified)	i	-5.8	i	i	i	i	i	i	0.1	i	3.7
O=C(Nc1cccc(S(=O)(=O)NC2=NCCCCC2)c1)c1cc(-c2ccncc2)nc2ccccc12	i	6.0	i	i	i	i	i	i	-31.3	i	-1.1
COCCCN=C1NN=C(c2cc(C)n(-c3ccccc3F)c2C)CS1	i	1.2	i	i	i	i	i	i	-9.1	i	0.8
COc1ccc(NC(=O)CCCn2c(=O)[nH]c3ccccc3c2=O)cc1	i	-6.0	i	i	i	i	i	i	-10.8	i	2.5
CCN(CC)CCNC(=O)CCCCCn1c(=O)[nH]c2cc(C(=O)OC)ccc2c1=O	i	-0.7	i	i	i	i	i	i	-13.8	i	1.8
O=[N+]([O-])c1ccc(-c2cc(-c3ccc(Cl)cc3)n[nH]2)cc1	i	-0.3	i	i	i	i	i	i	-6.2	i	-5.2
Cc1cc(CN2CCCC(C(=O)Nc3cccc(-n4cccn4)c3)C2)cc(C)c1O (stereo unspecified)	i	/	i	i	i	i	i	i	-9.1	i	-4.8
C=CCN1CC(c2nc3ccccc3n2Cc2cccc3ccccc23)CC1=O (stereo unspecified)	i	-0.7	i	i	i	i	i	i	-16.8	i	0.6
COC(=O)Oc1ccc(/C=N/NC(=O)CN(c2ccccc2Br)S(C)(=O)=O)cc1OC	i	-5.1	i	i	i	i	i	i	-4.5	i	-2.5
CCOCCCNCc1ccc(OC)c(OC)c1	i	-3.5	i	i	i	i	i	i	-5.7	i	6.0
Cc1ccc(/C=C/C(=O)O)cc1S(=O)(=O)N1CCCCC1	i	-1.0	i	i	i	i	i	i	-9.0	i	65.4*
O=C(c1ccc(=O)[nH]c1)N1CCN(S(=O)(=O)c2ccc(Cl)cc2)CC1	i	-3.4	i	i	i	i	i	i	-9.2	i	11.9
CCCCN1C(=O)C2C(C(=O)Nc3cccc(OC)c3)C3C=CC2(O3)C1C(=O)NC1CCCCC1C (stereo unspecified)	i	-2.1	i	i	i	i	i	i	-3.1	i	-6.2
CCOC(=O)CCCCCN1C(=O)c2cccc3cccc(c23)C1=O	i	4.0	i	i	i	i	i	i	0.8	i	-5.6
Cc1ccc(CN2CC(C(=O)N3CCN(c4ccccc4O)CC3)CC2=O)cc1 (stereo unspecified)	i	-1.3	i	i	i	i	i	i	-7.0	i	-16.0
C=CCn1c(SCC(=O)Nc2c(C)n(C)n(-c3ccccc3)c2=O)nc2sc(C)c(C)c2c1=O	i	4.3	i	i	i	i	i	i	-11.8	i	-5.1
Cc1cccc(C(=O)Nc2nnc(-c3ccc(C(C)(C)C)cc3)s2)c1	i	1.0	i	i	i	i	i	i	-7.7	i	1.3
COc1ccc(N(CC(O)Cn2cnc3ccccc32)S(=O)(=O)c2ccc(C)cc2)cc1 (stereo unspecified)	i	-4.5	i	i	i	i	i	i	-14.7	i	2.2
CCOC(=O)Cc1c(C)nc2cc(C)nn2c1C	i	-4.7	i	i	i	i	i	i	-6.3	i	-4.0
COc1cccc(-c2ccc(C#N)c(SCC(=O)NCCc3cccc(Cl)c3)n2)c1	i	0.8	i	i	i	i	i	i	-8.9	i	18.5
Cc1cc(N2CCN(C(=O)c3ccco3)CC2)nc(-c2ccccc2)n1	i	-0.4	i	i	i	i	i	i	-12.1	i	-4.9
Cc1cc(S(=O)(=O)NCc2cccnc2)ccc1-n1cnnn1	i	-2.8	i	i	i	i	i	i	-4.1	i	-1.4
Cc1cc(=O)oc2c(C)c(OC(C)C(=O)NCc3ccccn3)ccc12 (stereo unspecified)	i	-1.6	i	i	i	i	i	i	-11.0	i	-10.2
Next part:
SMILES	KCNK9 block	Dyrk1A ADPGlo	KCNQ1 inh	TRPC4 PAM	KCNK3 inh	PolyA inhibitor	KCNQ1 pot	TRPC4 inh	hERG protect	TRPC4 act	Platelet DG rel
COCCn1c(SCC(=O)Nc2ccc(OC)cc2OC)nc2ccccc2c1=O	i	6.7	i	i	i	i	i	i	-10.0	i	-6.2
COc1ccccc1C1C(C(N)=O)=C(C)Nc2nc(-c3ccc(Cl)cc3)nn21 (stereo unspecified)	i	18.4	i	i	i	i	i	i	-7.8	i	17.6
S=c1[nH]nc(-c2ccc(Br)cc2)n1-c1ccc2c(c1)OCCO2	i	/	i	i	i	i	i	i	-3.0	i	13.2
COc1ccc(C(=O)NC(=S)N2CCCc3ccccc32)cc1OC	i	2.5	i	i	i	i	i	i	2.0	i	21.1
CCCCS(=O)(=O)Nc1ccc(C(=O)NCC2CCCO2)cc1 (stereo unspecified)	i	2.1	i	i	i	i	i	i	-3.6	i	-10.4
Cc1onc(-c2ccccc2Cl)c1C(=O)NCc1cccnc1	i	-1.9	i	i	i	i	i	i	-6.2	i	-1.1
Cc1c(C2=CCN(S(=O)(=O)c3ccc(Cl)cc3)CC2)c2ccccc2n1C	i	-1.0	i	i	i	i	i	i	-1.7	i	7.0
C[N+]1(CCOc2ccc([N+](=O)[O-])cc2)CCOCC1	i	6.5	i	i	i	i	i	i	-4.6	i	-2.1
